NCI-60 one-dose screen, 48 h, at 10 µM unless noted. Numbers give growth in % (100 = growth as untreated, 0 = no growth, -100 = all killed).
SK-OV-3: SK-OV-3 ovarian cancer cells | actives 3.2% (n = 80,000) | AID 1794785
PC-3: PC-3 prostate cancer cells | actives 3.9% (n = 80,000) | AID 1794754
OVCAR-8: OVCAR-8 ovarian cancer | actives 4.4% (n = 81,000)
SF-268: SF-268 CNS cancer cells; actives 3.1% (n = 82,000)
OVCAR-3: OVCAR-3 ovarian cancer | actives 7% (n = 79,000) | AID 1794787
DU-145: DU-145 prostate cancer; actives 4.2% (n = 81,000)
OVCAR-5: OVCAR-5 ovarian cancer | actives 2.9% (n = 82,000) | AID 1794783
OVCAR-4: OVCAR-4 ovarian cancer cells. actives 3.7% (n = 80,000). AID 1794784
U251: U251 CNS tumor cells; actives 5.4% (n = 80,000); AID 1794753
Active calls of the source: *; . = not tested or not shown; & = joins results of further samples; [ ] = remark or other dose. The calls were made as follows: active = growth percent below 10; inactive = the rest.

SMILES | SK-OV-3 | PC-3 | OVCAR-8 | SF-268 | OVCAR-3 | DU-145 | OVCAR-5 | OVCAR-4 | U251
CCCCCCCNc1nc(C#N)ncc1-c1ccc(C(F)(F)F)cc1 | 97 | 92 | 111 | 93 | 100 | 103 | 101 | 112 | 102
COc1ccc(-c2csc(N/N=C/c3c(-c4ccc(S(C)(=O)=O)cc4)nc4ccccn34)n2)cc1 | 136 | 105 | 103 | 110 | 124 | 113 | 108 | 105 | 106
O=C(N/N=C/c1ccc(Cl)cc1)c1ccc(OCc2nc3ccc(Cl)cc3[nH]2)cc1 | 15 | -10* | -12* | 82 | -20* | -36* | 35 | -8.3* | -89*
O=C(Nc1ccccc1)Nc1ccccc1C(=O)O | 109 | 101 | 106 | 94 | 115 | 114 | 100 | 112 | 97
CCOC(=O)C1=NN(c2ccc(Cl)cc2)C2C3N(c4ccc(Cl)cc4)N=C(C(=O)OCC)N3c3ccccc3N12 (stereo not given) | 115 | . | 101 | 102 | . | 118 | 101 | 92 | 114
O=S(=O)(Oc1ccc(-c2nnc(Nc3ccccc3)s2)cc1)C(F)(F)C(F)(F)C(F)(F)C(F)(F)F | 115 | 93 | 104 | 101 | 105 | 103 | 106 | 83 | 102
COc1c(C)cnc(CSc2nc(-c3ccc(C)cc3)cn2-c2ccc(Cl)cc2)c1C | 91 | 82 | 99 | 100 | 94 | 107 | 98 | 90 | 104
COc1ccc(C(=O)N2CCC(O)CC2)cc1OC1CCCC1 | . | 98 | 106 | 102 | 112 | 113 | 104 | 103 | 108
Nc1nc(N)c(N=Nc2ccc(S(=O)(=O)Nc3ncccn3)cc2)c(=O)[nH]1 | 109 | 98 | 99 | 107 | 102 | 119 | 114 | 126 | 105
O=c1c2ccccc2sc2c(NCCN3CCOCC3)nc3ccccc3c12 | 51 | 43 | 59 | 67 | 79 | 56 | 85 | 66 | 42
CCC(O)(Cc1ccccn1)Cc1ccccn1 | 110 | 108 | 106 | 94 | 89 | 105 | 96 | 101 | 101
COc1ccc(-c2nc(N/N=C/c3cccc(O)c3)nc(N3CCOCC3)c2C#N)cc1 | 104 | 57 | 69 | 79 | 76 | 56 | 117 | 89 | 59

The closing 2 entries of the section above lead into the next.
SMILES | SK-OV-3 | PC-3 | OVCAR-8 | SF-268 | OVCAR-3 | DU-145 | OVCAR-5 | OVCAR-4 | U251
CCC(O)(Cc1ccccn1)Cc1ccccn1 | 110 | 108 | 106 | 94 | 89 | 105 | 96 | 101 | 101
COc1ccc(-c2nc(N/N=C/c3cccc(O)c3)nc(N3CCOCC3)c2C#N)cc1 | 104 | 57 | 69 | 79 | 76 | 56 | 117 | 89 | 59
CC(C)(C)NC(=O)C(OC(=O)C1CCc2cc(F)ccc2O1)c1ccccc1Cl (stereo not given) | 102 | 92 | 98 | . | . | . | 97 | 95 | 102
O=C1C(Cl)=C(Nc2cccc(C(F)(F)F)c2)C(=O)N1c1ccc(F)cc1 | 89 | 86 | 83 | 82 | 96 | 98 | 90 | 92 | 77
Cc1ccc(-c2nc3nc4sc(C)c(C)c4c(=O)n3[nH]2)cc1 | 87 | 92 | 101 | 93 | 95 | 100 | 107 | 102 | 94
O=C(Nc1nc2cc(C(=O)N3CCN(C(c4ccccc4)c4ccccc4)CC3)ccc2o1)c1ccc(NC2CCCCC2)c([N+](=O)[O-])c1 | 74 | 54 | 38 | 58 | 53 | 62 | 73 | 39 | 33
CCN(CC)C(=O)c1c(C)[nH]c(/C=C/C(=O)c2ccc(C(F)(F)F)c(F)c2)c1C | 89 | 80 | 88 | 88 | 97 | 101 | 96 | 94 | 89
COC(=O)[C@@H](Cc1ccccc1)n1cc(COC(=O)c2cccc3c(=O)c4ccccc4n(Cc4cn([C@H](Cc5ccccc5)C(=O)OC)nn4)c23)nn1 | 92 | 90 | 101 | 96 | 103 | 104 | 97 | 98 | 98
Cc1cc(C)c(C(=O)O)c(C)c1Br | 97 | 94 | 101 | 107 | 108 | 104 | 113 | 113 | 96
CC(=O)Nc1nc(N)nc(NC(C)=O)c1N=O | 103 | 100 | 109 | 99 | 100 | 107 | 108 | 127 | 116
NC(=S)N/N=C/C(F)(F)F | 105 | 92 | 104 | 102 | 118 | 118 | 104 | 95 | 105
S=c1n(Cc2ccc3ccccc3c2)ccn1Cc1ccc2ccccc2c1 | 101 | 78 | . | 89 | 103 | 103 | 86 | 94 | 79
COc1ccc(-c2cc(-c3cc(OC)c(OC)c(OC)c3)c(C#N)c(=O)[nH]2)cc1OC | 106 | 101 | 104 | 116 | 114 | 116 | 91 | 99 | 97
Cc1ccc(NC(=O)c2sc3nc(-c4cccs4)ccc3c2N)cc1C | 112 | 101 | 102 | 108 | 99 | 103 | 115 | . | 102
CCOC(=O)N1C(=O)NC(=O)C1c1ccc(Cl)cc1 (stereo not given) | 98 | 89 | 95 | 98 | 105 | 104 | 110 | 108 | 96
O=S(=O)(Nc1cnnc(Cl)c1)c1ccc(Nc2nc(=S)[nH][nH]2)cc1 | . | 102 | 101 | 98 | 105 | 112 | 92 | 110 | 98
Cc1cc(=O)[nH]c(SCC(=O)Nc2nc(-c3ccccc3)cs2)n1 | 90 | 89 | 103 | 102 | 108 | 114 | 114 | 109 | 104
COc1cc(C2CC(c3ccc(Cl)cc3)=Nc3c(N)nc(N)nc3N2)ccc1Oc1nc(Nc2ccc(F)cc2)nc(N(C)C)n1 (stereo not given) | 79 | 22 | 65 | 52 | 65 | 60 | 97 | 29 | 45
CC(O)CNC(=O)C(C)(C)O (stereo not given) | 113 | 115 | 117 | 104 | 103 | 107 | 111 | 111 | 109
COC(=O)/C(=N\Nc1nnc(C)n1N)C(C#N)c1ccccc1 (stereo not given) | 106 | 86 | 103 | 97 | 100 | 109 | 117 | 116 | 93
Cc1ccc(-c2cc3nc(C(Cl)Cl)nc(C(C)(C)C)n3n2)cc1 | 101 | 75 | 96 | 98 | 87 | 47 | 103 | 90 | 83
CCSc1nc2nc[nH]c3nc(=N)nc([nH]1)c23 | 104 | 89 | 98 | 97 | 104 | 107 | 95 | 98 | 98
COc1cccc(-c2c(C#N)c(N)nc3[nH]c(=S)[nH]c(=O)c23)c1 | 120 | 95 | 104 | 105 | 112 | 102 | 91 | 102 | 103
O=C1/C(=C/c2cccc(Cl)c2)CCc2ccccc21 | 114 | 90 | 91 | 99 | 104 | 106 | 111 | 100 | .
O=C1c2c(c3c4ccc(Br)cc4oc3c3[nH]c4ccccc4c23)C(=O)N1CCN1CCCCC1 | 86 | 69 | 80 | 86 | . | 101 | 102 | 108 | 68
CCOC(=O)c1cc2c(n1Cc1ccc(OC)cc1)-c1oncc1CCC2 | 119 | 102 | 97 | 111 | 120 | 125 | 104 | . | 92

A second format for some results above.
Every second line gives: SK-OV-3, PC-3, OVCAR-8, SF-268, OVCAR-3, DU-145, OVCAR-5, OVCAR-4, U251
Cc1cc(=O)[nH]c(SCC(=O)Nc2nc(-c3ccccc3)cs2)n1
→ 90, 89, 103, 102, 108, 114, 114, 109, 104
O=C1c2c(c3c4ccc(Br)cc4oc3c3[nH]c4ccccc4c23)C(=O)N1CCN1CCCCC1
→ 86, 69, 80, 86, ., 101, 102, 108, 68
COc1cc(C2CC(c3ccc(Cl)cc3)=Nc3c(N)nc(N)nc3N2)ccc1Oc1nc(Nc2ccc(F)cc2)nc(N(C)C)n1 (stereo not given)
→ 79, 22, 65, 52, 65, 60, 97, 29, 45

(cont.)
SMILES | SK-OV-3 | PC-3 | OVCAR-8 | SF-268 | OVCAR-3 | DU-145 | OVCAR-5 | OVCAR-4 | U251
Cc1ccccc1C(=O)NNC(=O)c1ccccc1 | . | 97 | 103 | 96 | 101 | 104 | 91 | 100 | 103
CCOC(=O)CN(c1sc(C)c(C)c1C(=O)OCC)S(=O)(=O)c1ccc(C)cc1 | 87 | 74 | 105 | 107 | 109 | 92 | 107 | . | .
O=C(CCCSc1nc(-c2ccccc2)cc(-c2ccc(Cl)cc2)n1)NO | 12 | 21 | 14 | 14 | 7.3* | 14 | 9.6* | 22 | 17
CCn1c(Cc2ccccc2Nc2c(Cl)cccc2Cl)nnc1SCC(=O)Nc1ccc(Cl)cc1 | 69 | 47 | 72 | 66 | 84 | 69 | 98 | 60 | 81
COCCCn1c(-c2cc(OC)c(OC)c(OC)c2)nn2c(=O)c3ccccc3nc2c1=O | 97 | 97 | 100 | 107 | 120 | 111 | 103 | 105 | 95
O=C(/C=C/c1ccc(O)c(O)c1)N1CCN(c2ccc(Cl)cc2)CC1 | 81 | 62 | 62 | 57 | 60 | 69 | 95 | 51 | .
CCCCN(CCCC)C(=N)c1ccc(OCc2ccccc2)cc1 | 82 | . | 73 | 84 | 74 | 83 | 78 | 53 | 66
N#Cc1c(-c2ccc(F)cc2)nc(N2NC(=O)CC2=O)nc1N1CCOCC1 | 96 | 104 | 88 | 101 | 107 | 113 | 100 | 100 | 96
Cc1nc2ccccc2c(=O)n1N | 104&86 | 97&89 | 98&106 | 110&101 | 146&109 | 118&114 | 98&94 | 100&92 | 95&100
Nc1nc2c(C(=O)Nc3ccc(Cl)cc3)c(Nc3ccc(Cl)cc3)nn2c(-c2ccc(Cl)cc2)c1-c1nc2ccccc2s1 | 103 | 98 | 111 | 96 | 107 | 109 | 98 | 107 | 110
c1cc2c(cc1-c1cnc3nonc3n1)OCCO2 | 100 | 76 | 96 | 90 | 76 | 112 | 87 | 95 | 97
CC(CNc1ccc(Cl)cc1)(CNc1ccc(Cl)cc1)[N+](=O)[O-] | 96 | 86 | 101 | 90 | 94 | 95 | 90 | 112 | 103
N#Cc1c(-c2ccccc2)c2c(N)nn(-c3ccccc3)c2[nH]c1=O | 98 | 98 | 102 | 99 | 102 | 110 | 102 | 105 | 102
COc1cc(-c2c(C#N)c(N)n3c(nc4ccccc43)c2C#N)cc(Br)c1OC | 49 | 37 | 36 | 64 | -37* | 39 | 69 | -2.8* | 25
COC(=O)C1=C(C)NC(C)=C(C(=O)OC)C1c1c(Cl)nc2sccn12 | 118 | 90 | 95 | 122 | 95 | 119 | 84 | 101 | 98
CC(C)CC(CC1=CCC2CC1C2(C)C)C1=C(O)C(C)(C)C(=O)C(C)(C)C1=O (stereo not given) | -13* | 5.1* | 5.1* | 21 | 16 | 34 | 23 | 33 | .
Cc1cc(Nc2nc(OCCCN(C)C)nc3ccccc23)n[nH]1 | 95 | 97 | 92 | 110 | 104 | 117 | 108 | 88 | 102
COc1ccc(/C=N/Nc2c3ccccc3nc3ccccc23)cc1 | 91 | 83 | 97 | 96 | 92 | 90 | 111 | 82 | 93
CC(=O)OCC(=O)[C@@]1(O)CCC2C3CCC4=CC(=O)CC[C@]4(C)[C@@]3(F)[C@@H](O)C[C@@]21C (stereo not given in full) | 78 | 94 | 93 | 103 | 117 | 107 | 82 | 107 | 112
CSc1nnc(-c2cnn(CC(O)c3ccccc3)c2N)n1-c1ccccc1 (stereo not given) | 99 | 94 | 97 | 100 | 97 | 94 | 103 | 98 | 95
CC(=O)c1ccc(NC(=O)COc2ccc(C3SCC(=O)N3c3ccc(F)cc3)cc2)cc1 (stereo not given) | 111 | 97 | 101 | 96 | 112 | 107 | 102 | 106 | 100
COc1ccc(Cc2cc(-c3ccccc3)nn(Cc3ccccc3)c2=O)cc1OC | 74 | 21 | 32 | 57 | 48 | 74 | 68 | 33 | 33
CCOc1cccc([N+](=O)[O-])c1 | 97 | 101 | 112 | 102 | 109 | 102 | 106 | 99 | 106
Cc1c(C(=O)Nc2ccccc2)sc2c(=O)[nH]cnc12 | 101 | 83 | 104 | 106 | 118 | 119 | 131 | . | 100

Compound profiles, as listed above. Order of screens: SK-OV-3	PC-3	OVCAR-8	SF-268	OVCAR-3	DU-145	OVCAR-5	OVCAR-4	U251
CC(=O)OCC(=O)[C@@]1(O)CCC2C3CCC4=CC(=O)CC[C@]4(C)[C@@]3(F)[C@@H](O)C[C@@]21C (stereo not given in full) across the screens: 78	94	93	103	117	107	82	107	112
COc1ccc(/C=N/Nc2c3ccccc3nc3ccccc23)cc1 across the screens: 91	83	97	96	92	90	111	82	93

(cont.)
SMILES | SK-OV-3 | PC-3 | OVCAR-8 | SF-268 | OVCAR-3 | DU-145 | OVCAR-5 | OVCAR-4 | U251
O=C(NC(=S)Nc1ccc(S(=O)(=O)c2ccc(NC(=S)NC(=O)c3ccccc3)cc2)cc1)c1ccccc1 | 139 | 88 | 105 | 103 | 120 | 109 | 110 | 104 | 101
CC12c3ccccc3C(C)(c3ccccc31)C(NS(=O)(=O)c1ccc(Cl)cc1Cl)C2O (stereo not given) | 94 | 68 | 101 | 80 | 101 | 94 | 95 | 107 | 93
COc1ccc(Nc2ncccc2/C=C/c2cc(OC)c(OC)c(OC)c2)cc1OC | 103 | . | 82 | 101 | 107 | 104 | 87 | 76 | 77
C#CCOc1ccc2ncnc(Nc3cccc(CNC(=O)CCl)c3)c2c1 | 48[8.25 µM] | . | 39[8.25 µM] | 40[8.25 µM] | 29[8.25 µM] | 58[8.25 µM] | 66[8.25 µM] | 27[8.25 µM] | 10[8.25 µM]
Cc1ccc(NC(=O)NCc2ccco2)cc1[N+](=O)[O-] | 112 | 93 | 92 | 121 | 119 | 116 | 88 | 99 | 89
O=c1[nH]c2ccccc2nc1/C(Cl)=C/c1ccc(Cl)cc1 | 105 | 103 | 104 | 100 | 118 | 92 | 85 | 106 | 94
COc1cc(-c2csc(NC(=O)c3cccc(Cl)n3)n2)cc(OC)c1OC | 102 | 93 | 108 | 115 | 125 | 109 | 105 | 104 | 97
CCOC(=O)C1(CCOC)CCCCC1=O (stereo not given) | 101 | 101 | 105 | 109 | 105 | 112 | 105 | 124 | 104
CCCCCCC(O)(CCCCCC)CCCCCC | 97 | 99 | 93 | 103 | 72 | 114 | 105 | 110 | 90
